SENP7 block – blocks the human protease SENP7. Q9BQF6. recombinant SENP7, Z-RLRGG-aminoluciferin luminescence, 40 min. inhibition, % at 5 µM. hit rate 1.5% among 330,000;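 active = inhibition above about 50% at the single test dose, limit read from the data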;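 note: plate controls were DMSO with enzyme for no effect and no enzyme buffer wells for full effect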
Target sequence (Q9BQF6 706-1050 limits assumed): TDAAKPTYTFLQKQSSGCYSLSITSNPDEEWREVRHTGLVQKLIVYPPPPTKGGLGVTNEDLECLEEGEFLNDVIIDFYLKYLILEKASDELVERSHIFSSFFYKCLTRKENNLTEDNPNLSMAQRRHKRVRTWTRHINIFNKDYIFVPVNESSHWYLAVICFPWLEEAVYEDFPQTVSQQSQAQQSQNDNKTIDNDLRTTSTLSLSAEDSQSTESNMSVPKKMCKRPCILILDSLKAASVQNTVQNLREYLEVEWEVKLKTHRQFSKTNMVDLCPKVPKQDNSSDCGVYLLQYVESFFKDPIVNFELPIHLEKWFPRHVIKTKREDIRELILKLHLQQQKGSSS
HKDC1 inhibitor – HKDC1 (human) hexokinase inhibition; recombinant HKDC1, G6PDH/diaphorase resazurin coupled fluorescence; hit rate 0.16% among 340,000; inhibition, % at 20 µM;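 active = inhibition above about 35% when tested at 20 µM, limit read from the data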;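 note: plate controls were DMSO wells with enzyme for no effect and DMSO wells lacking enzyme for full effect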
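Test system: HK5 enzyme. Quantity: 5 µg/mL HK5 final. Reagent: glucose and ATP substrates. Schedule: 90 min reaction incubation at room temperature, dark. Technique: resazurin-to-resorufin fluorescence via G6PDH and diaphorase coupling, 525/613 nm. Control set: DMSO wells with and without enzyme mix.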
SENP8 block-1 – blocks the human protease SENP8; hit rate 1.2% among 330,000; purified SENP8, Z-RLRGG-aminoluciferin cleavage, luminescence; AID 2540; inhibition, % at 10 µM; in the data active = inhibition above about 50%
Target sequence (Q96LD8 whole entry, looked up): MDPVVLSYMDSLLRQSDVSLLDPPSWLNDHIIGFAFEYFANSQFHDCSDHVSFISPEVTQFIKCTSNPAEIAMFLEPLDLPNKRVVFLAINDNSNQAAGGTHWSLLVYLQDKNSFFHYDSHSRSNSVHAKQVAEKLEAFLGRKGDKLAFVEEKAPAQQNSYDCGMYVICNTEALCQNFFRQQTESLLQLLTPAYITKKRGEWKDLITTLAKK
SENP1 inh – SENP1 (human) catalytic domain inhibition | AID 624204 | recombinant SENP1 catalytic domain, CyPet-SUMO1-YPet FRET cleavage | hit rate 0.21% among 360,000 | inhibition, % at 10 µM | Q9P0U3;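 active = inhibition at least 30% at 10 µM, raw YFP signal under a set limit, fluorescence ratio 0.5 to 1.5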;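 note: 0% = enzyme with DMSO and 100% = no enzyme wells; some results filed as inactive read as strong as hits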
Target sequence (Q9P0U3 419-644 limits assumed): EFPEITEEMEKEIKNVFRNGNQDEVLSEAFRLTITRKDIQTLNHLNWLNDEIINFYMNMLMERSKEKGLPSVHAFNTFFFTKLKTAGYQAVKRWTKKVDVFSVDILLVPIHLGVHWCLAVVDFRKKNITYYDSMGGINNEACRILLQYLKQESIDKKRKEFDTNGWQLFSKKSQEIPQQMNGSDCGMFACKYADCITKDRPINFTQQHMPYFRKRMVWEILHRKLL
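Material – human SENP1 catalytic domain · Input – SENP1 enzyme, 20 pM final · Compound dosing – single concentration of 10 µM compound, 0.5% DMSO final · Timing – enzyme reaction for 50 min at room temperature, dark · Measured by – FRET fluorescence in CFP and YFP emission channels · Control set – no-enzyme wells low, DMSO-plus-enzyme wells high control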
PfGluPho inh – PfG6PD (Plasmodium falciparum) enzyme inhibition | PfGluPho enzyme, NADPH resazurin-diaphorase fluorescence | inhibition, % at 20 µM | hit rate 0.78% among 350,000 | AID 504690;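 active = inhibition reaching at least a set limit at 20 µM in the primary screen, cut at about 59% in these data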;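 note: 0% = DMSO wells with substrate and 100% = DMSO wells lacking glucose-6-phosphate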
SENP8 block-2 – SENP8 (human) protease inhibition. Q96LD8. recombinant SENP8, Nedd8 substrate fluorescence. inhibition, % at 20 µM. hit rate 0.64% among 360,000. AID 602440; in the data active = inhibition mostly above about 40%, no sharp cut-off; inactive = mostly below about 27%
Apaf-1 inh – inhibitors of human Apaf-1 apoptosome. inhibition, % at 20 µM. reconstituted apoptosome caspase-3 activity, DEVD-Rh110 fluorescence. hit rate 0.71% among 330,000. O14727; active = inhibition of at least 40% at 20 µM;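 note: plate controls were DMSO wells for no effect and DEVD-CHO caspase inhibitor wells for full effect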
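Material: biochemical Apaf-1 apoptosome reconstitution. Medium: Hepes buffer, pH 7.5. Also added: cytochrome c activation, bis-DEVD rhodamine 110 substrate. Timing: 30 min compound preincubation, 50 min activation, room temperature. Measured by: rhodamine 110 fluorescence at Ex 480/Em 540 nm.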
SENP6 block – inhibitors of human SENP6 protease | Recombinant SENP6 catalytic domain, aminoluciferin luminescence | inhibition, % at 10 µM | hit rate 1.8% among 330,000 | AID 2599;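 active = inhibition above about 50% at the single tested dose, limit read from the data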;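 note: plate controls were DMSO wells with enzyme for no effect and DMSO wells lacking enzyme for full effect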
An asterisk follows results filed as active; . = no result given.

SMILES	SENP7 block	HKDC1 inhibitor	SENP8 block-1	SENP1 inh	PfGluPho inh	SENP8 block-2	Apaf-1 inh	SENP6 block
CCc1noc(C)c1C(=O)OC(C)C(=O)Nc1ccccc1OC (stereo unspecified)	8	-4	4	2	14	10	3	-6
Cc1ccc(C)n1NC(=O)c1cccs1	0	-3	-3	14	2	-3	0	-5
CCOC(=O)c1c(NC(=O)C(C)OC(=O)c2ccc(NC(=O)CC#N)cc2)sc2c1CCCC2 (stereo unspecified)	-10	8	-3	-87	11	-75	22	2
COc1ccc(Cl)cc1NC(=O)c1cc(-c2cc(C)ccc2O)n[nH]1	-10	-6	-9	2	11	13	-10	-1
CCCOc1ccccc1NS(=O)(=O)c1ccc2[nH]c(=O)[nH]c2c1	8	5	2	2	10	17	-1	-8
CCc1cccc(C)c1NC(=O)C1CN(S(=O)(=O)c2ccccc2)CCN1S(=O)(=O)c1ccccc1 (stereo unspecified)	4	-3	4	3	11	12	11	-11
NNc1nc2c(Cl)c(Cl)ccc2s1	7	10	-6	3	16	8	-59	8
COc1ccccc1C(=O)Nc1ccccc1SC(=O)c1ccccc1OC	2	-2	9	0	15	1	8	23
CN1CCN(c2c([N+](=O)[O-])cnc3ccccc23)CC1	0	-2	-7	-1	6	-2	-15	-15
CCN(CC)S(=O)(=O)c1ccc2[nH]c(=O)c3ccccc3c2c1	9	-5	6	1	-16	-15	8	-22
O=C(CN1CCN(S(=O)(=O)c2ccc(Cl)cc2)CC1)Nc1ccc2c(c1)CCC2	-10	1	-9	0	18	25	24	-3
CCn1c(COC(=O)CNC(=O)c2ccccc2F)nc2cc(S(=O)(=O)N(C)C)ccc21	13	-4	-10	-8	-5	-17	3	-14
CCN(CC)C(=O)C1CCCN(Cc2ccccc2F)C1 (stereo unspecified)	0	-7	3	2	-8	13	-19	4
COCc1cc(C)nc(N2CCOCC2)c1C#N	-1	-6	-1	0	-3	-425	6	3
NS(=O)(=O)c1ccc(CCNC(=O)Cc2ccc(S(=O)(=O)N3CCOCC3)s2)cc1	-1	-2	7	-3	-1	-36	-12	-6
CCCCN(C(=O)c1c(C)noc1C)c1c(N)n(CCC)c(=O)[nH]c1=O	1	0	-11	-2	-2	12	-12	1
Nc1nc(-c2ccc(F)cc2)cc(C(F)(F)F)n1	-11	-2	-11	0	6	-36	10	-17
CC1CCN(S(=O)(=O)c2ccc(C(=O)N3CCCC(C(F)(F)F)C3)cc2)CC1 (stereo unspecified)	12	4	-3	2	-4	2	13	0
c1ccc(CC2CCN(Cc3nc(-c4ccccc4)no3)CC2)cc1	2	0	0	-5	11	10	29	-36
CCOC(=O)CSc1ncnc2c1nnn2-c1ccc(F)cc1	4	-2	-8	-2	-4	18	7	3
O=C(c1cc2ccccc2s1)N1CCN(c2ccccn2)CC1	0	-1	-5	2	-4	4	16	-13
O=C(c1ccc2c3c(cccc13)CC2)C1CCCN(C(=O)c2ccc(=O)[nH]c2)C1 (stereo unspecified)	9	3	7	0	16	-131	13	2
O=C(Cc1ccccc1)NNC(=O)c1cccs1	-3	-7	0	2	-8	17	-5	3
Cc1cccc(NC(=S)Nc2ccc(Br)cc2)c1	3	1	5	2	0	22	3	-5
COc1ccc(N(CC(=O)Nc2ccccc2C(=O)NCc2ccco2)S(C)(=O)=O)cc1	-9	-7	1	1	-5	2	-1	-8
CCC1CCCCN1Cc1nc(Cc2ccccc2Cl)no1 (stereo unspecified)	3	-4	4	2	-6	-5	-5	7
Cc1cc(C)nc(SCCC(=O)Nc2ccc(F)cc2)n1	-4	-4	-4	2	-10	27	-14	3
CN(C(=O)CSc1nc2ccccc2c(=O)n1-c1ccccc1F)C1CCS(=O)(=O)C1 (stereo unspecified)	2	-5	5	1	-4	5	-5	4
CCN1CCN(CC(=O)Nc2ccc3c(c2)OCCO3)C(=O)C1=O	-8	-2	-14	2	-4	19	3	-2
CCOC(=O)Cn1nc(-c2ccc(Cl)cc2)cc1N	11	1	-1	-17	7	-5	-8	0

Complete entries from above.
CN(C(=O)CSc1nc2ccccc2c(=O)n1-c1ccccc1F)C1CCS(=O)(=O)C1 (stereo unspecified) across the screens: SENP7 block = 2; HKDC1 inhibitor = -5; SENP8 block-1 = 5; SENP1 inh = 1; PfGluPho inh = -4; SENP8 block-2 = 5; Apaf-1 inh = -5; SENP6 block = 4
Cc1cccc(NC(=S)Nc2ccc(Br)cc2)c1 across the screens: SENP7 block = 3; HKDC1 inhibitor = 1; SENP8 block-1 = 5; SENP1 inh = 2; PfGluPho inh = 0; SENP8 block-2 = 22; Apaf-1 inh = 3; SENP6 block = -5

Further records
SMILES	SENP7 block	HKDC1 inhibitor	SENP8 block-1	SENP1 inh	PfGluPho inh	SENP8 block-2	Apaf-1 inh	SENP6 block
Cc1nccn1CC(O)COc1ccc(Cl)cc1Cl (stereo unspecified)	1	-4	4	-1	0	7	1	13
COC(=O)c1ccc(COC(=O)c2ccc(C)c(S(=O)(=O)N3CCCCC3)c2)cc1	-14	-1	-10	1	-10	-17	21	-2
CN(c1cccc(NC(=O)c2cccc([N+](=O)[O-])c2)c1)S(C)(=O)=O	-3	-1	-5	-1	-1	4	-11	-4
CC(C)Oc1ccc2c(=O)c(-c3ccccc3)coc2c1	71*	-3	61*	2	16	1	18	68*
CCN(CC)C(=O)C1CCCN(Cc2ccc(OC)c(C)c2)C1 (stereo unspecified)	-4	-5	-1	1	-13	17	-11	7
Cc1ccccc1S(=O)Cc1ccc(C(=O)NCCN2CCOCC2)o1 (stereo unspecified)	-11	-4	1	1	11	0	-4	1
CC(=O)NC1C(O)OC(CO)C(O)C1O (stereo unspecified)	1	-3	7	2	3	15	-11	5
COc1cccc(CNS(=O)(=O)c2cccc(S(=O)(=O)N3CCOCC3)c2)c1	-7	-12	-8	3	-3	13	7	-2
COC(=O)CC1=NN(c2ccc(OC)cc2)C(=O)/C1=C\c1ccc(Cl)cc1	2	-8	2	1	14	20	15	8
CCn1c(SCC(=O)Nc2cccc(C)c2)nc2ccccc2c1=O	9	-3	4	-3	-4	8	15	-3
CCOC(=O)C(C(=O)N(C)C)c1ncc(C(F)(F)F)cc1Cl (stereo unspecified)	4	-8	-2	3	-12	13	-19	0
Cn1c(=N)n(CC(=O)c2ccc(Br)s2)c2ccccc21	1	-7	4	-6	14	-62	3	10
CCOC(=O)c1c(C)n(C)c2ccc(OCC(O)CN3CCC(C)CC3)cc12 (stereo unspecified)	0	-2	-8	3	4	9	5	-4
CC(C)(C)C(=O)Nc1cc(NC(=O)C(C)(C)C)cc(C(=O)Nc2cc(C(=O)O)cc(C(=O)O)c2)c1	3	-12	-1	3	-11	15	0	-17
Cc1ccc(NC(=S)NCC(C)C)cc1	5	-2	-3	-1	-18	7	-3	-13
Cc1ccccc1Cn1ccc(NC(=O)c2cnn3c(C(F)(F)F)cc(-c4ccco4)nc23)n1	-6	-9	-4	-3	-4	10	10	-13
COc1cc(NC(=O)C/C(C)=N/NC(=O)C(=O)NC2CCCCC2)c(OC)cc1Cl	-6	0	-7	1	-11	12	7	-28
C[C@H]1CN=C(Nc2ccccc2)N1CCc1ccccc1	-3	-2	-1	4	4	9	-8	0
O=C(Nc1ccc(Br)cn1)c1ccc(Br)s1	48	-2	39	0	30	11	11	50*
COc1cccc(-c2cc(CC3(O)CCN(CCCc4ccccc4)CC3)on2)c1	10	-6	1	-4	-7	6	9	12
O=C(NNC(=O)c1n[nH]c2ccccc12)c1ccccc1	-4	-8	-7	3	-17	0	7	-3
CCN1CCN(C(=O)c2ccc(-c3nc4ccccc4s3)s2)CC1	47	-12	40	-4	-1	-319	2	61*
Cc1ccc(NC(=O)CCC(=O)N2CCOc3ccccc32)c(Cl)c1	-4	0	5	2	-2	13	2	-8
Cc1ccc(CNC(=O)Cn2ccc3ccccc3c2=O)o1	0	2	7	1	-6	-21	-2	-2
CC(=O)c1c(C)[nH]c(C(=O)OCC(=O)N(C)c2c(N)n(Cc3ccccc3)c(=O)[nH]c2=O)c1C	0	-7	4	-2	3	-8	0	-3
COc1cc(C(=O)NCc2ccco2)cc(OC)c1OC	1	-5	-1	3	9	17	2	2
CC(C)(C)OC(=O)N(CCc1ccccc1)Cc1ccccc1OCc1cccc(NC(=O)C2CCC2)c1	.	10	.	2	14	10	.	.
O=C(O)CCC(=O)N1CCN(c2ccccn2)CC1	-7	0	-4	0	-14	-29	3	-40
Cc1c(CN2CCC(n3nccc3NC(=O)CCc3ccccc3)CC2)cnn1C	-20	-4	-14	2	-8	3	5	-16
CN(c1ccccc1C(=O)Nc1ccc2c(c1)OCCO2)S(C)(=O)=O	-1	-7	-3	3	-10	20	6	-13

Structures listed so far containing bromine, in the order listed:
SMILES	SENP7 block	HKDC1 inhibitor	SENP8 block-1	SENP1 inh	PfGluPho inh	SENP8 block-2	Apaf-1 inh	SENP6 block
Cc1cccc(NC(=S)Nc2ccc(Br)cc2)c1	3	1	5	2	0	22	3	-5
Cn1c(=N)n(CC(=O)c2ccc(Br)s2)c2ccccc21	1	-7	4	-6	14	-62	3	10
O=C(Nc1ccc(Br)cn1)c1ccc(Br)s1	48	-2	39	0	30	11	11	50*

Other records follow:
SMILES	SENP7 block	HKDC1 inhibitor	SENP8 block-1	SENP1 inh	PfGluPho inh	SENP8 block-2	Apaf-1 inh	SENP6 block
O=S(=O)(c1cc(F)ccc1F)N1CCN(c2ccccn2)CC1	-1	-3	-4	2	4	5	-1	-9
Cc1cccc(NC(=O)c2cnc3sccn3c2=O)c1	25	-1	21	2	18	-102	10	28
Cc1c(CC(C)C)nc(N)c(C#N)c1-c1ccccc1	0	-3	6	0	-22	-112	6	8
O=C(c1cc(-c2ccccc2)nc2ccccc12)N1CCN(c2ccccc2O)CC1	15	12	-11	0	4	15	20	-2
COc1ccc(C(=O)NCCN2CCOCC2)c(OC)c1OC	0	1	3	2	-7	10	0	8
COc1ccc(CC2=C(O)c3ccccc3C(=O)C2=O)cc1	15	13	16	0	-16	68*	8	13
Cc1ccc2oc(=O)c3cnn(CC(=O)N4CCCc5ccccc54)c3c2c1	6	-2	-4	1	-29	8	5	0
CCOC(=O)C1CCCN(C2=NC(=O)/C(=C/c3ccc(O)c(OCC)c3)S2)C1 (stereo unspecified)	-11	21	11	59	18	-138	0	-17
CCCCN1C(=O)c2ccccc2C1C(=O)NC1CCCC1 (stereo unspecified)	-2	-11	10	4	3	6	-14	12
CCNC(=S)N=Nc1c(O)[nH]c2ccc([N+](=O)[O-])cc12	9	10	-3	2	-2	9	-10	9
Cc1ccc(C2N(C)C(=O)c3ccccc3N2C)cc1 (stereo unspecified)	7	-3	1	-19	-20	-302	6	16
O=C1CC(NCCN2CCOCC2)C(=O)N1Cc1ccc(N2CCCC2=O)cc1 (stereo unspecified)	-8	-1	-4	5	-1	10	2	-6
C=CCOc1c(CNc2ccc(C(=O)O)cc2)cccc1OCC	8	-9	21	0	-14	-58	-12	17
O=Cc1[nH]c2ccccc2c1N(C(=O)CCl)c1ccc([N+](=O)[O-])cc1	3	22	0	0	8	4	9	-13
O=C(COc1ccc(F)cc1Br)NCC1COc2ccccc2O1 (stereo unspecified)	0	-2	6	1	12	-2	12	13
COc1ccc2occ(C(=O)c3coc4ccc(O)c(CN(C)C)c34)c2c1	1	-6	3	9	6	-8	18	-1
CCC(C)(C)n1nnnc1CN1CCC(NC(=O)c2ccc(Br)cc2)CC1	-2	-3	-7	2	-6	26	-4	5
C/C(=C\c1ccccc1)CN1CCC(C(=O)N2CCCCC2)CC1	5	-8	7	3	-7	3	-11	-9

Assay outcomes from PubChem BioAssay.
